Screens (PubChem)
MITF TRPM1 HTS: increases MITF-driven TRPM1 promoter luciferase signal | SK-MEL-5 TRPM1-promoter luciferase, 24 h; % of positive control, neutral wells = 0 | activation, % at 12.5 µM | 0.75% of 300,000 active;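 active = mean activation of at least 80% with every replicate also reaching 80%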;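 note: 0% = neutral control wells and 100% = parthenolide positive control wells; values of inactives mirror those of a sister screen read the other way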
Wnt bcat act: activators of Wnt/beta-catenin signaling | Wnt/beta-catenin reporter cell assay, activator, plate reader | activation, % at 9.35 µM | 1.2% of 300,000 active | AID 743398; in the data active = activation above about 30%, passing the limit was not always enough;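 note: 0% = neutral control wells and 100% = positive control wells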
CAL PDZ FP-1: CAL PDZ (human) peptide binding inhibition; Q9HD26; purified CAL PDZ, TMR-peptide fluorescence polarization, 1 h; inhibition, % at 24.9 µM; 0.92% of 300,000 active; AID 602252;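 active = mean inhibition of at least 30% with at least half of replicates also reaching 30%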;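 note: 0% = DMSO neutral control and 100% = excess unlabeled competitor peptide PRC23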
Ecoli viability: bacterial growth inhibition, counter-screen for AddAB inhibitors. AID 449728. E. coli V3065 growth, OD600 absorbance, 18 h. inhibition, % at 11.9 µM. 0.27% of 330,000 active;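 active = inhibition above the campaign's mean inhibition across all tested compounds plus 3 SD, cut at about 9.9% in these data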;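 note: uninfected addAB+ strain grown without phage in ampicillin broth; 0% = DMSO wells and 100% = ciprofloxacin 0.95 µg/ml wells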
SR-BI uptake up: enhances SR-BI lipid uptake from DiI-HDL; 0.096% of 320,000 active; activation, % at 12.5 µM; CHO ldlA[mSR-BI] cells, DiI-HDL uptake fluorescence, 3 h; 100 = double the neutral-control signal;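 active = mean replicate activation of at least 60% and every replicate at or above 60%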;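 note: 0% = median plate neutral-control signal and 100% = twice that signal; values of inactives mirror those of a sister screen read the other way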
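Material: SR-BI-overexpressing, LDLR-lacking CHO cells; schedule: compound exposure 3 h, 37 °C; reagent: DiI-labelled HDL at 10 µg/mL final; technique: bottom-read fluorescence, 550/595 nm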
Tat export inh: inhibitors of E. coli Tat protein transport; E. coli MC4100 TorA-mCherry Tat export, fluorescence; inhibition, % at 10 µM; 0.036% of 340,000 active;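 active = mean replicate inhibition at least 50% and at least half of replicates individually reaching 50%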;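 note: exported cargo escapes ClpAP degradation while cytoplasmic cargo is degraded and loses fluorescence; 0% = median of neutral control wells and 100% = median of NaSCN control wells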
AddAB inh: less growth of phage-infected E. coli with AddAB. E. coli expressing H. pylori AddAB, absorbance growth. inhibition, % at 11.9 µM. 0.29% of 330,000 active. AID 435030; in the data active = inhibition above about 12%;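 note: 0% = vehicle wells of infected cells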
CAL PDZ FP-2: blocks peptide binding to human CAL PDZ domain | Q9HD26 | purified CAL PDZ, TMR-peptide fluorescence polarization, 1 h | inhibition, % at 20 µM | 0.02% of 330,000 active | AID 504414;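 active = highest replicate inhibition of at least 40%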;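 note: plate controls were DMSO neutral control wells for no effect and unlabeled competitor peptide control wells for full effect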
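Test system: tagged CAL PDZ domain / Buffer or medium: sodium phosphate/NaCl buffer pH 7.4 with TCEP, IgG, Thesit / Reagent: TMR-labelled reporter peptide T*-PRC34 bound in PDZ groove / Compound dosing: single point, 20 µM / Schedule: 1 h incubation at room temperature before polarization reading / Technique: fluorescence polarization (mP) / Benchmarks: unlabelled peptide, DMSO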
phage Ecoli inh: E. coli growth loss with phage present; inhibition, % at 11.9 µM; AID 651602; 0.26% of 360,000 active; growth absorbance; in the data active = inhibition above about 11%
SR-BI HDL uptake: inhibitors of mouse SR-BI mediated HDL lipid uptake | inhibition, % at 12.5 µM | Q61009 | AID 488896 | ldlA[mSR-BI] CHO cells, DiI-HDL uptake fluorescence, 3 h | 0.96% of 320,000 active;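 active = mean replicate inhibition of at least 70% and a set share of replicates each scoring 70 or more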;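 note: 0% = median of neutral control wells and 100% = median of positive control wells; values of inactives mirror those of a sister screen read the other way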
Target sequence (Q61009 whole entry, looked up): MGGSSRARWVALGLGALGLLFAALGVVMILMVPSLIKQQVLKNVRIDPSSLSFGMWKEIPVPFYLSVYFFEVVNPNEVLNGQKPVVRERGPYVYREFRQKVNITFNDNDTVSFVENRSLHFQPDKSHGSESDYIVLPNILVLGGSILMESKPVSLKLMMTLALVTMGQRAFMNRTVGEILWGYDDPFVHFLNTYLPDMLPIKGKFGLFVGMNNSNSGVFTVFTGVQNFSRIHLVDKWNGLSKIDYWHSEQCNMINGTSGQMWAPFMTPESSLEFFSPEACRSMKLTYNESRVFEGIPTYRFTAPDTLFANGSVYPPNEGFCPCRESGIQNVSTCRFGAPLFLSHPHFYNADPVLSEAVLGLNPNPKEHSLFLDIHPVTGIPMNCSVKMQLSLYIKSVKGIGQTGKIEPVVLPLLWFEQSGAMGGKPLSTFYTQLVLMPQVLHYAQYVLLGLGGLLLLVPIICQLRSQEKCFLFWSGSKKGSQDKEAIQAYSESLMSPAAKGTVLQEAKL
* hit, by the source's call; nt = no result given.

nr | Compound | AddAB inh | Tat export inh | CAL PDZ FP-1 | SR-BI HDL uptake | Ecoli viability
1 | COc1cc(NS(=O)(=O)c2ccc(-c3ccc(=O)[nH]n3)o2)cc(OC)c1OC | 1.1 | -3 | 5 | -10 | -0.4
2 | CC(C)(Oc1ccc(Cl)cc1)C(=O)Nc1ccc(S(=O)(=O)Nc2ncccn2)cc1 | 4.0 | -19 | -2 | nt | 2.8
3 | N=c1c(C(=O)NCc2ccc(F)cc2)cc2c(=O)n3ccccc3nc2n1Cc1ccco1 | 2.5 | 1 | -2 | -1 | 0.5
4 | CC(=O)NC(=S)NNC(=O)C(c1ccccc1)c1ccccc1 | -4.1 | -9 | -7 | -12 | -4.4
5 | Cc1ccc(C)c(NCc2n[nH]c(=S)n2-c2ccccc2)c1 | 3.3 | -5 | -3 | 0 | 2.4
6 | CC1CCCN(S(=O)(=O)c2ccc(S(=O)(=O)N3CCC4(CC3)OCCO4)cc2)C1 (centres undefined) | 0.8 | -2 | -1 | -1 | -1.0
7 | CCOc1ccc(N(CC(=O)Nc2ccccc2C)S(=O)(=O)c2c(C)noc2C)cc1 | 2.3 | 5 | nt | 7 | 1.3
8 | O=C(C1=C(O)C(=O)N(CC2CCCO2)C1c1ccccc1)c1ccco1 (centres undefined) | 2.9 | 4 | -3 | nt | -2.1
9 | O=C(Nc1ccn(-c2ccccc2)n1)c1ccc(Cl)cc1 | 3.3 | 0 | 0 | 49 | 1.0
10 | OCCC1CN(Cc2cccc(C(F)(F)F)c2)CCN1Cc1ccccc1 (centres undefined) | 3.3 | 2 | 0 | 2 | 1.7
11 | CCOC(=O)C1=C(CSc2nncn2C)NC(=O)NC1c1cc(OCC)ccc1OCC (centres undefined) | 1.1 | 1 | -1 | 13 | 0.5
12 | Cc1oc2cc(O)ccc2c(=O)c1N1C(=O)c2ccccc2C1=O | 2.4 | -2 | -6 | -18 | 3.6
13 | O=S1(=O)c2cccc3cccc(c23)N1CCBr | 2.5 | -7 | -3 | 0 | 2.2
14 | O=C(CCC(=O)Nc1ccc(Br)cc1)N/N=C/c1ccccc1F | -0.3 | 4 | 1 | -5 | -0.8
15 | O=c1c(Cl)c(N/N=C/c2ccc(Cl)cc2)cnn1-c1ccccc1 | 2.2 | -8 | -19 | 12 | -1.2

nr | CAL PDZ FP-2 | SR-BI uptake up | MITF TRPM1 HTS | phage Ecoli inh | Wnt bcat act
1 | 0.3 | 10 | 4 | 1.6 | 0
2 | -3.6 | nt | -3 | 2.4 | -1
3 | -0.8 | 1 | -13 | 2.3 | nt
4 | 0.4 | 12 | -19 | -2.2 | -2
5 | -0.9 | 0 | 8 | 6.2 | -13
6 | 1.4 | 1 | -9 | 3.9 | -3
7 | -0.7 | -7 | -16 | 3.6 | -14
8 | -1.3 | nt | nt | 0.2 | 0
9 | -0.6 | -49 | 60 | 3.3 | 8
10 | 0.2 | -2 | -7 | 5.9 | -1
11 | -1.8 | -13 | -5 | -1.0 | nt
12 | -0.5 | 18 | -2 | 0.9 | -4
13 | -2.3 | 0 | 1 | 2.0 | 1
14 | -6.7 | 5 | -1 | -0.8 | 0
15 | -4.1 | -12 | 4 | 4.5 | -11

Three compounds out of the list above, ordered by the value under SR-BI uptake up, ascending:
nr | smiles | SR-BI uptake up
9 | O=C(Nc1ccn(-c2ccccc2)n1)c1ccc(Cl)cc1 | -49
14 | O=C(CCC(=O)Nc1ccc(Br)cc1)N/N=C/c1ccccc1F | 5
4 | CC(=O)NC(=S)NNC(=O)C(c1ccccc1)c1ccccc1 | 12

One compound at a time, as listed above. Order of values: AddAB inh | Tat export inh | CAL PDZ FP-1 | SR-BI HDL uptake | Ecoli viability | CAL PDZ FP-2 | SR-BI uptake up | MITF TRPM1 HTS | phage Ecoli inh | Wnt bcat act
Profile of `O=S1(=O)c2cccc3cccc(c23)N1CCBr` : 2.5 | -7 | -3 | 0 | 2.2 | -2.3 | 0 | 1 | 2.0 | 1
Profile of `O=c1c(Cl)c(N/N=C/c2ccc(Cl)cc2)cnn1-c1ccccc1` : 2.2 | -8 | -19 | 12 | -1.2 | -4.1 | -12 | 4 | 4.5 | -11
Profile of `COc1cc(NS(=O)(=O)c2ccc(-c3ccc(=O)[nH]n3)o2)cc(OC)c1OC` : 1.1 | -3 | 5 | -10 | -0.4 | 0.3 | 10 | 4 | 1.6 | 0

Returning to the listing with the four entries that preceded the break.
nr | Compound | AddAB inh | Tat export inh | CAL PDZ FP-1 | SR-BI HDL uptake | Ecoli viability
12 | Cc1oc2cc(O)ccc2c(=O)c1N1C(=O)c2ccccc2C1=O | 2.4 | -2 | -6 | -18 | 3.6
13 | O=S1(=O)c2cccc3cccc(c23)N1CCBr | 2.5 | -7 | -3 | 0 | 2.2
14 | O=C(CCC(=O)Nc1ccc(Br)cc1)N/N=C/c1ccccc1F | -0.3 | 4 | 1 | -5 | -0.8
15 | O=c1c(Cl)c(N/N=C/c2ccc(Cl)cc2)cnn1-c1ccccc1 | 2.2 | -8 | -19 | 12 | -1.2
16 | CC(C)(C)NC(=O)NC(=O)CSc1ncc(C(F)(F)F)cc1Cl | 0.7 | 1 | nt | -4 | -3.5
17 | N#Cc1ccc(S(=O)(=O)N2CCN(C(=O)[C@@H]3CCCN3C(=O)c3cccs3)CC2)cc1 | -0.1 | 4 | 4 | -4 | 0.9
18 | COc1ccc(-c2nnc(SCc3ccccc3)n2N)cc1 | 0.2 | 0 | nt | 19 | -2.0
19 | CC1CN(C(=O)c2ccccc2OCc2ccccc2Cl)CC(C)O1 (centres undefined) | 0.7 | 9 | 2 | -10 | 1.1
20 | CSc1ccc(CN2CCC(Oc3ccc(C(=O)N4CCCC4)cc3)CC2)cc1 | 1.0 | 5 | -1 | 26 | 2.9
21 | C=CCn1c(=O)c2ccccc2n2c(SCC(=O)Nc3cc(C)on3)nnc12 | 1.0 | 9 | -2 | -16 | -0.8
22 | CCCCn1c(N)c(N(CCOC)C(=O)c2cc(S(=O)(=O)N3CCOCC3)ccc2Cl)c(=O)[nH]c1=O | nt | 1 | -2 | -4 | nt
23 | CCCNS(=O)(=O)c1ccc(NC(=O)c2cccnc2)cc1 | 2.0 | -4 | 0 | 3 | 1.1
24 | O=C(CN1C(=O)CSc2ncccc21)Nc1ccccc1F | 0.0 | -2 | nt | -33 | -0.1
25 | CCCCC(=O)Nc1ccc(NC(=O)c2cnccn2)cn1 | 1.5 | 0 | nt | -3 | 0.3
26 | COc1cc(/C=C/C(=O)OCC(=O)NCc2ccccc2OC)ccc1O | 0.1 | -11 | -2 | 2 | -0.5
27 | CCCCc1ccc(NC(=O)CSCc2cc(=O)[nH][nH]2)cc1 | 0.6 | -3 | nt | 14 | -2.7
28 | COc1cccc(N2C(=O)CC(c3c[nH]c4ccccc34)C2=O)c1 (centres undefined) | 1.6 | 4 | -2 | 13 | -2.0
29 | CC(=O)Nc1ccc(S(=O)(=O)Nc2cc(-c3ccccc3)nn2C)cc1 | 3.2 | 0 | -5 | -7 | 0.2
30 | CN1CCN(C(=O)c2ccccc2NC(=O)c2ccccc2)CC1 | nt | 0 | -5 | -11 | nt

nr | CAL PDZ FP-2 | SR-BI uptake up | MITF TRPM1 HTS | phage Ecoli inh | Wnt bcat act
12 | -0.5 | 18 | -2 | 0.9 | -4
13 | -2.3 | 0 | 1 | 2.0 | 1
14 | -6.7 | 5 | -1 | -0.8 | 0
15 | -4.1 | -12 | 4 | 4.5 | -11
16 | -0.5 | 4 | 3 | nt | 1
17 | 0.7 | 4 | -9 | 3.1 | 0
18 | -0.6 | -19 | 88* | 3.7 | 23
19 | -0.2 | 10 | 3 | 1.7 | 8
20 | -1.3 | -26 | -7 | 3.0 | 1
21 | -1.7 | 16 | nt | 3.8 | nt
22 | -0.6 | 4 | -2 | 1.0 | 6
23 | 0.2 | -3 | -5 | 2.3 | -6
24 | -0.4 | 33 | 16 | 3.3 | -1
25 | 0.5 | 3 | nt | 3.6 | 0
26 | -2.4 | -2 | -8 | -0.6 | 1
27 | -2.9 | -14 | -11 | 3.7 | nt
28 | -0.9 | -13 | 0 | 1.9 | 2
29 | -0.5 | 7 | nt | 1.7 | 9
30 | 1.3 | 11 | 5 | 1.8 | 0

Further records.
nr | Compound | AddAB inh | Tat export inh | CAL PDZ FP-1 | SR-BI HDL uptake | Ecoli viability
31 | Cc1ccc(S(=O)(=O)N2CCN(C(=O)COC(=O)/C=C/c3ccc(OC(F)F)cc3)CC2)cc1 | nt | -11 | -3 | 20 | nt
32 | Cn1nc([N+](=O)[O-])nc1Oc1ccccc1C(=O)N1CCOCC1 | 3.6 | -2 | -8 | -14 | -1.3
33 | CC(C)N1CCc2c(sc(NC(=O)c3cc4cc([N+](=O)[O-])ccc4s3)c2C(N)=O)C1 | nt | -6 | 3 | 18 | nt
34 | CCOc1ccc(OCCC(=O)N(CC)CC(=O)NCc2ccc(Cl)cc2)cc1 | -1.1 | -3 | -3 | 47 | -0.8
35 | CC(=O)N(C(C)=O)c1nc2nc(C)cc(C)n2n1 | -4.8 | -5 | 4 | -2 | -0.2
36 | CC1Cc2nc(SCC(=O)N3CCN(c4ccccc4)CC3)n(CCc3ccccc3)c(=O)c2S1 (centres undefined) | -1.4 | 5 | nt | 13 | 1.4
37 | Cn1[nH]c(C(F)(F)F)c(C=NCc2ccc(Cl)cc2)c1=O | -1.6 | -1 | -3 | -2 | -1.1
38 | CCOC(=O)c1cc(-c2ccccc2)nc2c(O)cccc12 | nt | 5 | -3 | 29 | nt
39 | CC1CCCN(c2ccc(C(=O)Nc3ccc4c(c3)OCO4)cc2[N+](=O)[O-])C1 (centres undefined) | 3.2 | 0 | -1 | 41 | 2.8
40 | COc1cccc(C(=O)N/N=C/c2ccc(OC3CSC3)cc2)c1 | 2.0 | 1 | -4 | 34 | 2.5
41 | COC(=O)C1(NC(=O)NC23CC4CC(CC(C4)C2)C3)CCCCC1 | 2.4 | 2 | nt | -39 | -0.8
42 | CCC(C)NS(=O)(=O)c1ccc(NC(=O)C2CCN(C(=O)c3ccco3)CC2)cc1 (centres undefined) | 2.3 | -2 | 1 | nt | 0.4

nr | CAL PDZ FP-2 | SR-BI uptake up | MITF TRPM1 HTS | phage Ecoli inh | Wnt bcat act
31 | -2.3 | -20 | -3 | 3.7 | -13
32 | 6.2 | 14 | -2 | 1.2 | 0
33 | 1.8 | -18 | nt | -0.5 | -9
34 | -1.8 | -47 | 5 | 1.9 | 0
35 | 1.0 | 19 | -1 | 0.2 | -2
36 | -0.1 | -13 | -7 | 5.0 | -1
37 | -2.0 | 2 | -6 | 5.8 | 1
38 | -0.8 | -29 | 5 | 0.1 | -2
39 | 0.8 | -41 | 2 | 1.6 | 12
40 | -3.4 | -34 | 18 | -0.7 | 16
41 | 0.5 | 39 | -2 | 2.9 | -2
42 | -1.1 | nt | -8 | 1.3 | -3

Compounds as they come (roughly 3.6% active in at least one column).
